# Screens: PubChem BioAssay, several laboratories
# Mdm2 ligase inh = Mdm2 E3 ligase (human) inhibition; Q00987; cell-based MDM2 ubiquitination luciferase reporter, 2 h; 0 = plate control, 100 = twice control, blank-subtracted; signal enhancement, % at 5 µM; 0.11% of 210,000 active; AID 1230;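 active = signal enhancement of 30% or more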;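 also: luminescence tracks abundance of the self-degrading MDM2-luciferase fusion protein; higher signal means inhibition of MDM2 E3 ligase activity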
#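 Material: stable MDM2–luciferase fusion reporter cells / Quantity: 2000 cells/well / Dosing: single 5 µM compound dose, 0.2% final DMSO / Buffer or medium: DMEM / Schedule: 4 h cell settling then 2 h compound exposure, 37 °C / Detection: luminescence with SteadyLite reagent, 15 min at room temperature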
# NPY-Y1 antag = NPY-Y1 (human) receptor antagonism; HEK293-CNG Y1 cells, membrane potential fluorescence; NPY at EC95, then isoproterenol; P25929; 1% of 200,000 active; inhibition, % at 3.6 µM;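 active = inhibition above the campaign mean inhibition of all tested compounds plus 3 SD, cut at about 20% in these data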;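 also: 0% = DMSO wells given NPY plus isoproterenol and 100% = isoproterenol alone without NPY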
#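 Assay system: HEK293 cells with Y1 receptor plus CNG channel | Probe or stimulus: NPY (25 nM), isoproterenol (1 µM), Ro 20-1724 (25 µM) | Timing: Compound incubation 1 h at room temperature, readout 45 min post-stimulation | Measured by: Membrane-potential fluorescent dye readout | Benchmarks: High control isoproterenol alone, low control NPY with isoproterenol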
# NPY-Y2 PAM-ag = human NPY-Y2 potentiation or agonism, primary screen; P49146; cells expressing NPY-Y2, potentiator/agonist read-out; activation, % at 3.6 µM; 0.45% of 220,000 active; in the data active = activation above about 27%;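 also: cells stimulated with NPY near EC25 plus isoproterenol at EC100; 0% = vehicle plus submaximal agonist and 100% = vehicle plus saturating agonist; some results beyond the cut were filed as inactive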
# Target sequence (P49146 whole entry, looked up): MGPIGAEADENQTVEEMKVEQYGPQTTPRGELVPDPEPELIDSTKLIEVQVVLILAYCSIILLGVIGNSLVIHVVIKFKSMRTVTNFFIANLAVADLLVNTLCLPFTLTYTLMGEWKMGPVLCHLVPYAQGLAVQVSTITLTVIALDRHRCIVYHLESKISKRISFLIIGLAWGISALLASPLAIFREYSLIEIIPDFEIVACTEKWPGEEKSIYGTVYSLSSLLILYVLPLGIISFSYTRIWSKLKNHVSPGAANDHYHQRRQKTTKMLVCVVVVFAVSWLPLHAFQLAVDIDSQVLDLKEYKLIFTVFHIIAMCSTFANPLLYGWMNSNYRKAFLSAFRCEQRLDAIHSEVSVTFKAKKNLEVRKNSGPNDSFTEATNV
# RBBP9 inh = inhibitors of human serine hydrolase RBBP9. O75884. recombinant RBBP9, FP-Rh probe fluorescence polarization. inhibition, % at 7.94 µM. 0.2% of 220,000 active. AID 1515;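 active = inhibition above the campaign mean of all tested compounds plus 3 SD, cut at about 14% in these data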;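 also: plate controls were DMSO wells with RBBP9 for no effect and wells lacking RBBP9 protein for full effect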
# Target sequence (O75884 whole entry, looked up): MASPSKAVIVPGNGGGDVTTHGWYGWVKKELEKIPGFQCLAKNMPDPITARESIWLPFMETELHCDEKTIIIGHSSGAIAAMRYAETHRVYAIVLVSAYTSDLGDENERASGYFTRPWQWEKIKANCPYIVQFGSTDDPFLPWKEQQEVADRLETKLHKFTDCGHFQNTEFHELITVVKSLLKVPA
#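 System: RBBP9 protein / Quantity: 2.5 µM RBBP9 dispensing solution, before mixing / Also added: Serine-hydrolase probe FP-Rh, 375 nM pre-mixing / Dosing: 7.94 µM single dose, 0.794% DMSO / Timing: enzyme-compound preincubation 30 min, then probe labeling 45 min, 25 °C / Signal: FP readout at 525/598 nm / Controls: DMSO-treated enzyme wells and wells lacking RBBP9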
# NPY1 pot ag = potentiates or activates human NPY-Y1 receptor; P25929; NPY-Y1 expressing cells, potentiator/agonist activation; activation, % at 3.6 µM; 0.37% of 220,000 active; in the data active = activation above about 33%, passing the limit was not always enough;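 also: cells stimulated with NPY at EC10 then isoproterenol at EC100; 0% = low agonist plus stimulus and 100% = saturating agonist plus stimulus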
# Runt-SMMHC FRET = blocks binding of human RUNX1 Runt domain to CBFb-SMMHC | AID 1434 | 0.74% of 220,000 active | inhibition, % at 20 µM | Q01196+Q13951 | Cerulean-Runt/Venus-CBFb-SMMHC FRET ratio 530/480, 1 h;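 active = mean inhibition across duplicate retests at 20 µM reaching about 50%, limit read from the data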;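 also: 0% = DMSO wells and 100% = wells with excess untagged CBFb-SMMHC; inhibitors lower the FRET ratio by blocking Runt binding to CBFb-SMMHC; some results filed as inactive read as strong as hits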
# p97 inhibitor = blocks human p97 ATPase activity; recombinant p97 ATPase, Kinase-Glo ATP luminescence, 3 h; inhibition, % at 8 µM; 0.42% of 220,000 active; in the data active = inhibition above about 15%;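 also: 0% = DMSO vehicle and 100% = wells lacking enzyme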
# Runt-CBFb FRET = Runt domain-CBFb interaction inhibition; Q01196+Q13951; Cerulean-Runt/Venus-CBFb FRET ratio 530/480, 1 h; inhibition, % at 20 µM; 0.46% of 220,000 active; AID 1496;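 active = inhibition over about 50% at 20 µM in the single-dose screen, limit read from the data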;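 also: 0% = DMSO wells and 100% = excess unlabeled CBFb competitor control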
#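 Schedule: protein complex preformed 1 h, compound exposure 1 h, room temperature, dark; test system: Cerulean-labeled Runt domain protein; amount: 100 nM per protein; buffer or medium: Tris 50 mM pH 7.5, KCl, K2SO4, 0.01% BSA; read-out: loss of energy transfer signal; detection: FRET fluorescence; controls: 5 µM unlabeled CBFb as full-inhibition high control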
# Hck Nef HTS = inhibitors of human Hck kinase activated by Nef | inhibition, % at 20 µM | P08631 | 0.68% of 220,000 active | Recombinant Hck-YEEI plus Nef, Z-Lyte FRET kinase assay;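 active = Hck-Nef kinase inhibition above about 50%, limit read from the data; inactive = inhibition below that limit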;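 also: 0% = DMSO with Hck plus Nef and 100% = Hck alone without Nef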
# Target sequence (P08631 whole entry, looked up): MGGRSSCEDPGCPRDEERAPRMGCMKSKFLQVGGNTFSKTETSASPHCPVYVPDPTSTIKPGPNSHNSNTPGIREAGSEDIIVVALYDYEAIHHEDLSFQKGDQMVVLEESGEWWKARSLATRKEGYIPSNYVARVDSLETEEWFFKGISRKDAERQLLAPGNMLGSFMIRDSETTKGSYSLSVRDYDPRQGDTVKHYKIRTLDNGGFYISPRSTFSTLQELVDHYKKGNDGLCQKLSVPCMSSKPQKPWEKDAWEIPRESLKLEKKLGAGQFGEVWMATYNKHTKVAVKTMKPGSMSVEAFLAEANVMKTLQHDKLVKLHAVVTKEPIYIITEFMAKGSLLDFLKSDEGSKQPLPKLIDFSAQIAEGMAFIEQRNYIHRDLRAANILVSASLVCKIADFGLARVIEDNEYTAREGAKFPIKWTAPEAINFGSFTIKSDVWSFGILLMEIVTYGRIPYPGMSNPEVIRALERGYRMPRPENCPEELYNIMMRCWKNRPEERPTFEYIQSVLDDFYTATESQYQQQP
# * hit, by the source's call; . = no result given.
SMILES,Mdm2 ligase inh,NPY-Y1 antag,NPY-Y2 PAM-ag,RBBP9 inh,NPY1 pot ag,Runt-SMMHC FRET,p97 inhibitor,Runt-CBFb FRET,Hck Nef HTS
COc1cccc(CNn2cnnc2)c1O,0,2,2,-4,-9,1,5,5,22
Cn1cc(S(=O)(=O)Nc2ccc(Br)cc2F)c(=O)n(C)c1=O,-11,2,-15,2,-23,-3,-5,1,1
CCC(=C(c1ccc(OC)cc1)c1ccc(OC)cc1)c1cn(CC(O)CN(CCO)CCO)c2ccccc12 (configuration not stated),0,-6,8,0,5,-3,-6,0,19
O=C(Cn1cnc2ccccc2c1=O)c1cccs1,3,-1,-9,-14,-2,-2,-2,2,7
Cc1ccccc1/C=C/C12NC(=O)CN1c1ccccc1C2(C)C (configuration not stated),-6,.,0,-7,12,3,-1,0,23
CCc1ccc(-c2cn3nc(-c4ccccc4)cnc3n2)cc1,-21,.,6,-2,0,12,9,2,4
CN(C)C(=O)Nc1ccccc1,-5,.,8,-11,6,0,6,0,11
Cc1cc2nc(/C=C/c3nc4cc(C)c(C)cc4[nH]3)[nH]c2cc1C,-14,.,9,-4,-7,-143,12,-68,15
CCCCN(C)CCC(=O)Nc1ccc(F)c(F)c1,-13,3,-3,0,-10,0,3,-2,1
O=[N+]([O-])c1ccc(-c2csc(N/N=C/c3cccnc3)n2)cc1,-8,-1,4,0,-6,-7,-1,3,-1
CN1CCN(CC(=O)Nc2ccccc2Sc2ccccc2)CC1,13,3,-4,-2,-13,0,-5,-2,8
O=C(OCN1C(=O)c2ccccc2C1=O)/C(=C\c1ccco1)NC(=O)c1ccccc1,13,0,-10,0,-24,-3,3,-1,0
COCCNC(=O)c1onc(CSc2ccc(C)c(C)c2)c1C(=O)O,-9,13,-8,-1,-8,3,-1,-1,0
COc1ccc(Cl)c2c1[nH]c1nc(SCc3cccnc3)nnc12,-14,-5,1,3,14,-22,4,-6,26
O=C(CSc1cccs1)Nc1cccc2ccccc12,-9,8,11,-10,-22,-3,-1,0,0
O=C(Cc1ccc(Cl)cc1)NNS(=O)(=O)c1ccc([N+](=O)[O-])cc1,-18,4,20,-14,6,-2,-3,0,-2
N=C1S/C(=C\c2ccccc2)C(=O)N1c1ccc(F)cc1,-7,1,3,-6,14,-3,6,1,7
O=C(CN1CCN(c2ncccn2)CC1)Nc1ccccc1C(F)(F)F,-43,-3,-13,4,-11,0,2,-2,-1
CCOC(=O)CCC(=O)OCC(=O)NC(C)C1CC2CCC1C2 (configuration not stated),2,2,5,-3,-4,2,0,-1,0
CCOC(=O)c1sc(NC(=S)NC(=O)CC(C)C)cc1C,-8,1,-11,-11,3,0,-2,-2,1

# Single records (already shown):
# `CCOC(=O)CCC(=O)OCC(=O)NC(C)C1CC2CCC1C2` (configuration not stated) reads Mdm2 ligase inh = 2; NPY-Y1 antag = 2; NPY-Y2 PAM-ag = 5; RBBP9 inh = -3; NPY1 pot ag = -4; Runt-SMMHC FRET = 2; p97 inhibitor = 0; Runt-CBFb FRET = -1; Hck Nef HTS = 0
# `CCOC(=O)c1sc(NC(=S)NC(=O)CC(C)C)cc1C` reads Mdm2 ligase inh = -8; NPY-Y1 antag = 1; NPY-Y2 PAM-ag = -11; RBBP9 inh = -11; NPY1 pot ag = 3; Runt-SMMHC FRET = 0; p97 inhibitor = -2; Runt-CBFb FRET = -2; Hck Nef HTS = 1

# (cont.)
SMILES,Mdm2 ligase inh,NPY-Y1 antag,NPY-Y2 PAM-ag,RBBP9 inh,NPY1 pot ag,Runt-SMMHC FRET,p97 inhibitor,Runt-CBFb FRET,Hck Nef HTS
Cc1cc(C)n(CC(O)Cn2c3ccccc3c3ccccc32)c(=O)n1 (configuration not stated),-3,11,7,-6,-23,1,-5,-2,1
CC(C)Cn1c(=O)c2c(nc3n2CCCN3CCc2ccccc2)n(C)c1=O,-6,-2,-2,1,-9,0,-12,-1,0
COc1ccc(NC(=O)N2CCCCC2)cc1,12,5,-10,-13,-3,3,-4,0,6
CCOc1ccc(CC(=O)Nc2nccs2)cc1OCC,-3,1,-1,-16,-3,3,-5,1,9
COc1ccc2c(CC(=O)NCc3ccc4c(c3)OCO4)coc2c1,2,11,-16,-6,-30,-5,-5,-1,1
O=C(c1ccc(C(F)(F)F)cc1)C1CCCN(C(=O)c2cnccn2)C1 (configuration not stated),-8,6,3,4,-6,-5,1,3,11
CC(=O)Cc1cc2cc([N+](=O)[O-])ccc2oc1=O,-89,.,-13,4,-7,-3,-2,0,11
CCN1CCN(Cc2ccc(NC(=O)c3ccc(C)c(NC(=O)c4c[nH]c5cc(C(F)(F)F)ccc5c4=O)c3)cc2C(F)(F)F)CC1,7,.,.,.,.,-2,.,1,-15
CC(Nc1ccc(Cl)cc1)C(=O)NN (configuration not stated),6,.,-25,0,16,-1,4,2,13
CCc1ccc(-c2nc(CN3CCCC(C(=O)O)C3)c(C)o2)cc1 (configuration not stated),-4,-1,-4,-2,10,-3,-3,0,20
CCCCn1nnnc1SCC(=O)N1CCN(C(=O)c2ccco2)CC1,-16,2,-1,-4,8,2,3,0,-1
CC(=O)CC1(O)C(=O)N(CN2CCN(c3ccccc3)CC2)c2ccccc21 (configuration not stated),-8,5,19,-5,8,-4,1,0,-1
O=C(CN1C(=O)NC2(CCCCCC2)C1=O)N1CCN(S(=O)(=O)c2ccc(Cl)cc2)CC1,-13,0,-11,1,-12,-1,-4,-2,0
CNc1ccc(Br)cc(C(=O)/C=C/c2ccc3c(c2)OCO3)c1=O,-4,3,3,4,5,-28,15*,0,3
CCOC(=O)CC1C(=O)NCCN1S(=O)(=O)c1ccccc1Cl (configuration not stated),-11,-2,-11,-2,29,-6,0,-6,0
Cc1cc(C)c(C(=O)/C=C/C=C/c2ccccc2)c(=O)[nH]1,-24,-5,1,1,-8,-6,3,-2,2
CN(c1ccccc1)C(c1ccc(F)cc1)c1nnnn1CC1CCCO1 (configuration not stated),-7,1,-8,-4,-12,-2,-3,-3,-1
CCCCCCCCCC(=O)NNC(=O)c1c(O)c2ccccc2n(CCC)c1=O,-7,-4,5,-2,5,4,8,0,4
CCN(CC)CC(=O)Nc1ccc2c(c1)N(C(=O)CN(CC)CC)c1ccccc1CC2,-10,8,-18,-8,-23,3,-5,2,-1
O=C(NC1CCCCCC1)C1c2ccccc2C(=O)N1Cc1ccco1 (configuration not stated),2,9,-3,-1,4,1,0,-4,1
O=C(c1cccc(Cl)c1)N1CCC(N2CCC(C(=O)N3CCOCC3)CC2)CC1,11,0,8,4,19,2,2,0,-2
CCN(CC)S(=O)(=O)c1cccc(N2CC(O)=C(c3ccccc3)C2=N)c1,4,.,7,-10,5,-1,4,-1,6
Cc1cc(-c2n[nH]c(=S)n2Cc2ccco2)n(C)n1,-9,-4,1,-7,-11,0,1,13,4
O=C1N=C(N2CCc3ccccc3C2)S/C1=C\c1cccc(O)c1,-7,1,-6,-9,-10,3,3,-2,7
COc1ccc(C(=O)NCC(=O)OCC(=O)N2CC(C)CC(C)C2)cc1 (configuration not stated),-27,3,-2,1,22,-1,1,3,2
Cc1ccccc1Cn1ccc(-c2ccc(Cl)cc2)c(C#N)c1=O,12,2,1,-1,-10,0,1,2,1
COc1ccc(C(=O)NC(=S)NCCO)cc1Br,2,-5,6,-3,-2,-7,2,0,2
Cc1ccc(Nc2c(-c3ccc(N4CCOCC4)cc3)nc3ncccn23)c(C)c1,.,-10,67*,-5,58*,-68,9,-38,-19
Cc1ccc(/C=N/NC(=O)CSc2nc3ccccc3n2Cc2ccc(Cl)cc2)o1,6,9,-3,-5,0,4,2,-3,7
Cc1nc(N2CCCCC2)sc1C(=O)c1cccc([N+](=O)[O-])c1,-4,1,4,-2,-8,-1,2,-2,3
COCC(C)n1c(C)cc(C(=O)Cn2nc(C(=O)O)c3ccccc3c2=O)c1C (configuration not stated),-13,2,-12,-4,3,1,-1,0,16
O=C(CSc1nc2ccc(NC(=O)CSc3nnnn3Cc3ccccc3)cc2s1)Nc1ccccc1,-8,-2,7,-3,22,-4,4,-1,1
COc1ccc(O)c(/C=N/N=C2/C(=O)Nc3ccccc32)c1,-2,0,19,-10,9,-10,3,-5,14
O=C(Nc1nc2c(s1)CCCC2)c1ccc(Br)s1,-37,-6,-7,-11,-8,-4,0,-1,4
COc1ccc(OC)c(-c2cc(C(=O)Nc3c(C)nn(Cc4ccccc4)c3C)no2)c1,0,1,1,-1,-7,-6,6,-4,8
COc1ccc(C(O)c2nc3ccccc3n2C)cc1OC (configuration not stated),-10,-7,7,1,-15,2,2,-1,-4
COc1cccc(-c2nn(C)c3sc(C(=O)NCc4ccco4)cc23)c1,19,-5,2,-16,12,-1,5,-4,-8
Cc1cc(C)c2c(N)c(C(=O)c3ccc(Br)cc3)oc2n1,15,.,7,-5,-13,22,-1,3,-9
O=c1c[n+]([O-])c2ccccc2n1OCc1c(F)cccc1F,-12,-1,-5,-9,-15,-6,5,-5,2
Cc1ccc(CSc2ccc(-c3ccco3)nn2)cc1,-11,11,3,-5,0,51,3,56*,2
O=C(N/N=C\c1ccc(Sc2ccccn2)o1)c1cccc(Br)c1,0,3,0,-12,-4,-4,4,-1,0
CCC1Oc2ccccc2N(CC(=O)NCCCN2CCOCC2)C1=O (configuration not stated),.,-2,-8,2,12,.,-1,.,2
O=C(O)CSCCCC(=O)Nc1ccc(Br)cc1,-17,3,10,-5,6,-4,5,-1,1
COC(=O)Cc1cc(=O)n(-c2nc3ccccc3[nH]2)[nH]1,-2,2,8,1,3,-8,9,-2,6
CCOc1ccccc1NC(=O)COC(=O)C(CC)c1ccccc1 (configuration not stated),-1,1,4,-4,-4,-2,-1,-3,4
c1ccc(-c2noc(C34CC5CC(CC(C5)C3)C4)n2)nc1,-11,3,1,0,1,4,-1,-1,4
Cc1nc(-c2cccc(NC(=O)c3cccs3)c2)cs1,1,3,19,-7,-12,-1,4,0,8
O=C(Oc1ccc(Br)cc1C(=S)N1CCCC1)c1ccccc1Cl,-3,5,-7,-10,-25,-6,-5,-1,-1
C=CCOC(=O)C1=C[C@@H](c2ccccc2)C[C@@H](OCc2ccc(CO)cc2)O1,.,5,-29,-5,-10,-8,1,-4,-4
Cc1ccc(/C=N/c2sc3c(c2C#N)CCCCC3)o1,-35,-4,-4,3,-6,8,6,7,0
